Screening results: PubChem BioAssay, NMMLSC
AGP1 TOR yeast – alters AGP1-GFP fluorescence in TOR pathway yeast screen. 320,000 compounds, 0.02% hits. AID 2066. GFP response vs DMSO, % at 10 µM. S. cerevisiae AGP1-GFP multiplex flow cytometry, 3 h; GFP as percent of DMSO wells;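 active means GFP response relative to DMSO above a set limit, near screen average plus 3 SD, cut at about 150% in these data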;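 further: median GFP channel fluorescence of the gated AGP1 strain per well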
RPL19A TOR yeast – yeast TOR pathway RPL19A-GFP modulation | AID 2025 | S. cerevisiae RPL19A-GFP strain, flow cytometry, 3 h; hits give low values | percent response vs DMSO, % at 10 µM | 330,000 compounds, 0.3% hits;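 active means percent response vs DMSO below 50%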;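 further: median channel GFP fluorescence of the barcoded RPL19A-GFP strain; ratio of sample median GFP to plate DMSO average so 100% = DMSO; lower means less RPL19A-GFP as with rapamycin TOR inhibition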
VLA-4 inh – inhibition in a human VLA-4 binding assay | inhibition, % (about 7 µM as worked out from the volumes in the protocol) | 330,000 compounds, 0.2% hits | VLA-4 expressing cells, ligand binding flow cytometry; in the data active means inhibition above about 50%
Yeast superoxide – lowers age-related superoxide in aged yeast cells | S. cerevisiae aged cells, superoxide DHE fluorescence; hits give low values | superoxide response (% of plate mean), % at 10 µM | 330,000 compounds, 0.18% hits;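 active means superoxide response under a set limit, about three screen SD below normal, cut at about 65% in these data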;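 further: yeast aged for seven days with compound at 30 °C before DHE staining; 100% = average MFI of all compound-treated wells on the plate with controls excluded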
LAP4-GFP MLPCN – alters LAP4-GFP fluorescence in TOR pathway yeast screen. S. cerevisiae LAP4-GFP multiplex, flow cytometry GFP, 3 h; median GFP as percent of DMSO wells. GFP response vs DMSO, % at 10 µM. 320,000 compounds, 0.34% hits. AID 2023;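 active means GFP response vs DMSO above a set limit, about the screen mean plus 3 SD, cut at about 150% in these data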
MEP2 TOR yeast – alters MEP2-GFP fluorescence in TOR pathway yeast screen | AID 2016 | 330,000 compounds, 0.51% hits | GFP response vs DMSO, % at 10 µM | S. cerevisiae MEP2-GFP strain, flow cytometry GFP, 3 h; 100% = DMSO control level;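 active means GFP response versus DMSO above a set limit, roughly screen mean plus 3 SD, cut at about 180% in these data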;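 further: median GFP fluorescence of the barcode-gated MEP2-GFP cells per well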
GRK2 inh – blocks RNA aptamer binding to human GRK2 | inhibition of aptamer binding, % at 10 µM | P25098 | 330,000 compounds, 0.59% hits | bead flow cytometry, FAM-aptamer displacement from GRK2 | AID 488847;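 active means inhibition of aptamer binding above 40%, roughly 3 SD of noise, on plates passing a quality check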;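 further: median bead fluorescence of bound FAM aptamer so fluorescent compounds give negative values; no value below 0 was filed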
Target sequence (P25098 whole entry, looked up): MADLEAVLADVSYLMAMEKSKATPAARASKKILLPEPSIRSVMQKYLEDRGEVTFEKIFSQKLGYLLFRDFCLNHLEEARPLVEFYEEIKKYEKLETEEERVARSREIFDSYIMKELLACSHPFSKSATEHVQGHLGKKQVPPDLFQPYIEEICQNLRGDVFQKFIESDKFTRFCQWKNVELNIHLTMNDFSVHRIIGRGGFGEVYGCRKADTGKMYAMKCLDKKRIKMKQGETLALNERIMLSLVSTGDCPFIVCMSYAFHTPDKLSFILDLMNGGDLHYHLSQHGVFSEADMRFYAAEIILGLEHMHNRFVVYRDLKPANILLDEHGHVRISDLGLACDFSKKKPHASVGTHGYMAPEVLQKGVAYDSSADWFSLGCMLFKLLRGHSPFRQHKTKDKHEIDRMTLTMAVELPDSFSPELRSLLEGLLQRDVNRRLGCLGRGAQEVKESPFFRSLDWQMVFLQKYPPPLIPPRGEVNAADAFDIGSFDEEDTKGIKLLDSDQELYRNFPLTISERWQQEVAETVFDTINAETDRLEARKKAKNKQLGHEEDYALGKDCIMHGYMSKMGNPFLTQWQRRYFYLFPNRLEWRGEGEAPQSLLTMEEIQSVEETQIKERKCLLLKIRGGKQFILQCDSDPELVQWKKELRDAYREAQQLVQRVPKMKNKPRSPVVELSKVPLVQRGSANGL
CIT2-GFP yeast – yeast TOR pathway CIT2-GFP modulation | GFP response vs DMSO, % at 10 µM | 320,000 compounds, 0.065% hits | S. cerevisiae CIT2-GFP strain, flow cytometry, 3 h; 100 means same as DMSO wells;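 active means GFP response relative to DMSO above a set limit, near the screen mean plus 3 SD, cut at about 150% in these data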;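 further: ratio of well median GFP fluorescence to mean of DMSO wells on the plate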
* = called active by the depositor; x = no result given.

smiles | MEP2 TOR yeast | LAP4-GFP MLPCN | GRK2 inh | Yeast superoxide | RPL19A TOR yeast | AGP1 TOR yeast | CIT2-GFP yeast | VLA-4 inh
C=CCC1(CC=C)CCCN1C(=O)CC1C(=O)NCCN1Cc1ccc(OC)c(OC)c1 (stereo unspecified) | 101 | 98 | 0 | 120 | 102 | 99 | 102 | -5
O=C(O)CCC(=O)N(Cc1ccccc1)Cc1ccccc1 | 129 | 77 | 0 | 98 | 101 | 111 | 118 | -12
CC1CCCC(C)N1C(=O)COC(=O)c1cncc(Br)c1 (stereo unspecified) | 106 | 96 | 0 | 85 | 103 | 104 | 115 | 0
O=C(NCc1ccccn1)c1ccc(OC2CCN(Cc3ccc(CO)o3)CC2)cc1 | 91 | 89 | 3 | 108 | 94 | 95 | 96 | -2
COc1ccc(C)cc1NC(=O)CNC(=O)[C@@H]1Cc2ccccc2CN1 | 90 | 94 | 6 | 115 | 100 | 106 | 97 | -126
CCOc1ccc(NC(=O)N2CCC(NC(=O)C(Cc3cccc(F)c3)NC(C)=O)CC2)cc1 (stereo unspecified) | 95 | 100 | 1 | 89 | 94 | 94 | 95 | 5
Fc1ccc(Br)cc1C1C=C(c2ccc(Br)cc2)Nc2ncnn21 (stereo unspecified) | 105 | 96 | 0 | 96 | 102 | 108 | 103 | 8
O=C(Nc1cccc2ncccc12)c1ccccc1Cl | 99 | 86 | 0 | 116 | 112 | 106 | 116 | -1

New compounds follow
smiles | MEP2 TOR yeast | LAP4-GFP MLPCN | GRK2 inh | Yeast superoxide | RPL19A TOR yeast | AGP1 TOR yeast | CIT2-GFP yeast | VLA-4 inh
CS(=O)(=O)N1CCc2cc(-c3csc(NCC4CCCO4)n3)ccc21 (stereo unspecified) | 104 | 98 | 0 | 105 | 102 | 104 | 97 | -18
CN(CC12CC3CC(CC(C3)C1)C2)C(=O)c1ccco1 | 110 | 114 | 3 | 83 | 107 | 102 | 95 | 11
O=C(Nc1ccc2oc(-c3ccncc3)nc2c1)c1ccc(F)cc1 | 99 | 109 | 0 | 102 | 93 | 105 | 103 | 1
NS(=O)(=O)c1ccc(NC(=O)CN2C(=O)c3ccccc3C2=O)cc1 | 99 | 104 | 2 | 127 | 98 | 105 | 108 | 14
CC(C)CN(C(=O)C1COc2ccccc2O1)c1c(N)n(CC(C)C)c(=O)[nH]c1=O (stereo unspecified) | 100 | 104 | 0 | 94 | 98 | 110 | 96 | 6
CCCCNC(=O)N(O)C1N(/N=C/c2cccnc2)C(=S)SC1(C)C (stereo unspecified) | 105 | 112 | 0 | 98 | 98 | 108 | 108 | 4
O=C(Nc1ccc(Cl)cc1)Nc1ccc(Cl)c(Cl)c1 | 103 | 111 | 3 | 124 | 103 | 101 | 100 | 11
CCN(CC)S(=O)(=O)c1cc(C(=O)Nc2ccc(Cl)cn2)ccc1C | 93 | 108 | 0 | 112 | 94 | 105 | 82 | 17

Later entries.
smiles | MEP2 TOR yeast | LAP4-GFP MLPCN | GRK2 inh | Yeast superoxide | RPL19A TOR yeast | AGP1 TOR yeast | CIT2-GFP yeast | VLA-4 inh
CCC(=O)Nc1ccc(C(=O)Nc2ccc3c(c2)OCO3)cc1 | 98 | 93 | 0 | 108 | 92 | 100 | 97 | 13
C/C(CC(=O)Nc1cccc(Cl)c1)=N\NC(=O)Cc1ccc(Cl)cc1 | 107 | 102 | 0 | 99 | 103 | 102 | 96 | 10
CCCCCOC(=O)Cn1c(SCC(=O)Nc2ccccc2)nc2c1c(=O)[nH]c(=O)n2C | 92 | 88 | 2 | 98 | 92 | 90 | 82 | -5
Cc1ccc(NC(=O)CSc2nnc(Cc3csc(C)n3)o2)c(C)c1 | 99 | 104 | 0 | 128 | 100 | 103 | 88 | 2
CC(C)C(=O)N1CCC2(CC1)Oc1ccc(Cl)cc1C(=O)C21CC(c2ccccc2)=NO1 (stereo unspecified) | 98 | 96 | 5 | 101 | 97 | 99 | 91 | 34
C=CCNc1nc(-c2sc(NC(C)=O)nc2C)cs1 | 108 | 105 | 0 | 121 | 99 | 105 | 95 | 8
Cn1cnnc1SCc1ccc(C#N)cc1 | 89 | 90 | 1 | 94 | 91 | 92 | 92 | 20
CCN(CC)CCNC(=S)NC(=O)c1cn(-c2ccccc2)nc1-c1ccc(OC)cc1 | 105 | 107 | 0 | 92 | 101 | 99 | 95 | 2

(cont.)
smiles | MEP2 TOR yeast | LAP4-GFP MLPCN | GRK2 inh | Yeast superoxide | RPL19A TOR yeast | AGP1 TOR yeast | CIT2-GFP yeast | VLA-4 inh
CC1CN(C(=O)CCC(=O)NCc2ccccc2)c2ccccc2O1 (stereo unspecified) | 90 | 96 | 0 | 136 | 91 | 89 | 81 | 10
COc1ccc(CNCC(=O)Nc2cccc(S(N)(=O)=O)c2)cc1 | 102 | 94 | 1 | 92 | 103 | 106 | 108 | 23
Cc1nnc(-n2cnc3ccccc32)c2ccccc12 | 96 | 88 | 0 | 100 | 103 | 107 | x | 6
CC(C)CC(=O)Nc1nnc(SCC(=O)NCc2ccco2)s1 | 109 | 97 | 2 | 93 | 103 | 104 | 111 | -18
Nc1c(-c2ccc(Cl)cc2)cnc2c(-c3ccc(F)cc3)cnn12 | 105 | 97 | 0 | 102 | 99 | 99 | 99 | 6
COc1cccc(NCc2cc(=O)oc3cc(-c4ccccc4)c(O)cc23)c1 | 92 | 92 | 0 | 90 | 99 | 96 | 89 | -1
Cc1cccc2sc(N(CCN(C)C)C(=O)C3CCN(S(=O)(=O)c4cccs4)CC3)nc12 | 95 | 106 | 0 | 109 | 94 | 109 | 99 | 16
C=CCC[C@@H](Cc1ccc(F)cc1)C(=O)OC[C@H](Cc1c[nH]c2ccccc12)NC(=O)[C@@H](CC=C)CC(=O)NCCO | 91 | 95 | 0 | 113 | 100 | 102 | 100 | 4

Later entries.
smiles | MEP2 TOR yeast | LAP4-GFP MLPCN | GRK2 inh | Yeast superoxide | RPL19A TOR yeast | AGP1 TOR yeast | CIT2-GFP yeast | VLA-4 inh
COc1cc(NC(=O)COc2cccc(C)c2C)ccc1NC(=O)c1ccco1 | 106 | 94 | 3 | 99 | 103 | 98 | 99 | -5
Cc1ccc(-c2nn(-c3ccc(F)cc3)cc2C(=O)NCC2CCCO2)cc1 (stereo unspecified) | 108 | 105 | 2 | 94 | 106 | 104 | 97 | -2
COc1ccccc1NC(=O)Cc1nnc(SCC(=O)Nc2ccc(F)cc2F)n1C | 103 | 95 | 0 | 114 | 101 | 101 | 106 | -2
CCOC(=O)C1CCC(CN(Cc2ccccc2C)S(=O)(=O)c2ccc([N+](=O)[O-])cc2)CC1 (stereo unspecified) | 101 | 83 | 4 | 92 | 99 | 91 | 98 | -1
COc1cccc(NC(=O)C2CC(=O)N(Cc3ccc(C)cc3)C2)c1 (stereo unspecified) | 96 | 102 | 2 | 92 | 106 | 109 | 108 | -11
CCOc1cc(N2CCOCC2)c(OCC)cc1NC(=S)NCCCOC | 101 | 100 | 5 | 117 | 96 | 100 | 94 | -2
COCCN1C(=O)N[C@@H](c2cccc(C(F)(F)F)c2)C(C(=O)OC)=C1C | 99 | 97 | 0 | 106 | 98 | 100 | 95 | 3
CCCc1ccc(-c2csc(NC(=O)C3=COCCO3)n2)cc1 | 97 | 118 | 3 | 116 | 99 | 95 | 103 | 11

(more compounds)
smiles | MEP2 TOR yeast | LAP4-GFP MLPCN | GRK2 inh | Yeast superoxide | RPL19A TOR yeast | AGP1 TOR yeast | CIT2-GFP yeast | VLA-4 inh
Cc1ccc(S(=O)(=O)Nc2ccccc2C(N)=O)cc1 | 94 | 97 | 0 | 105 | 92 | 93 | 90 | 9
Clc1ccc(CN2CCN(c3ncccn3)CC2)cc1 | 106 | 91 | 0 | 105 | 104 | 101 | 103 | 17
Cc1nc(SCC(=O)Nc2ccccc2Cl)c2c(C)c(C)sc2n1 | 100 | 102 | 0 | 91 | 94 | 94 | 88 | 11
Cc1ccc(NC(=O)c2cc(-c3ccc4c(c3)OCO4)on2)cc1C | 106 | 101 | 1 | 109 | 104 | 104 | 106 | 6
CC1CCN(c2ccc(-c3ccc(NC(=O)c4ccco4)cc3)nn2)CC1 | 91 | 110 | 0 | 104 | 92 | 94 | 83 | 6
Cc1ccc(CN(CC(=O)NCc2ccc3c(c2)OCO3)C(=O)c2csnn2)cc1 | 83 | 93 | 3 | 104 | 94 | 98 | 94 | -2
CCN1C(=O)N[C@@H](c2cccc(F)c2)C(C(=O)OC)=C1C | 97 | 143 | 1 | 97 | 100 | 94 | 129 | -1
O=C(C1COc2ccccc2O1)N1CCc2ccccc21 (stereo unspecified) | 100 | 105 | 1 | 108 | 94 | 90 | 92 | 9

At a glance, part of the list above:
smiles | MEP2 TOR yeast | LAP4-GFP MLPCN | GRK2 inh | Yeast superoxide | RPL19A TOR yeast | AGP1 TOR yeast | CIT2-GFP yeast | VLA-4 inh
CC(C)CC(=O)Nc1nnc(SCC(=O)NCc2ccco2)s1 | 109 | 97 | 2 | 93 | 103 | 104 | 111 | -18
Nc1c(-c2ccc(Cl)cc2)cnc2c(-c3ccc(F)cc3)cnn12 | 105 | 97 | 0 | 102 | 99 | 99 | 99 | 6
COc1cccc(NCc2cc(=O)oc3cc(-c4ccccc4)c(O)cc23)c1 | 92 | 92 | 0 | 90 | 99 | 96 | 89 | -1
Cc1cccc2sc(N(CCN(C)C)C(=O)C3CCN(S(=O)(=O)c4cccs4)CC3)nc12 | 95 | 106 | 0 | 109 | 94 | 109 | 99 | 16

Some entries already given, reduced to GRK2 inh and Yeast superoxide:
| Molecule | GRK2 inh | Yeast superoxide |
| --- | --- | --- |
| COc1cccc(NCc2cc(=O)oc3cc(-c4ccccc4)c(O)cc23)c1 | 0 | 90 |
| Cc1cccc2sc(N(CCN(C)C)C(=O)C3CCN(S(=O)(=O)c4cccs4)CC3)nc12 | 0 | 109 |
| C=CCC[C@@H](Cc1ccc(F)cc1)C(=O)OC[C@H](Cc1c[nH]c2ccccc12)NC(=O)[C@@H](CC=C)CC(=O)NCCO | 0 | 113 |
| COc1cc(NC(=O)COc2cccc(C)c2C)ccc1NC(=O)c1ccco1 | 3 | 99 |

(next part)
smiles | MEP2 TOR yeast | LAP4-GFP MLPCN | GRK2 inh | Yeast superoxide | RPL19A TOR yeast | AGP1 TOR yeast | CIT2-GFP yeast | VLA-4 inh
O=C(NC1CCCCCC1)C1CCN(C(=O)c2cccc(Cl)c2)CC1 | 102 | 98 | 1 | 102 | 103 | 98 | 100 | -8
CSc1nc(Cl)c(Cc2ccc(OCC(C)C)cc2)c(N2CCOCC2)n1 | 103 | 98 | 2 | 83 | 112 | 107 | 107 | -3
CC1CCc2sc(C(=O)OCC(=O)NCc3ccc(F)cc3)cc2C1 (stereo unspecified) | 103 | 96 | 0 | 85 | 103 | 97 | 98 | 27
COc1ccc(C(=O)CN2C3=NCCCN3c3ccccc32)cc1OC | 120 | 110 | 0 | 103 | 109 | 112 | 119 | -10

6 entries out of the list, sorted by molar mass, largest number first.
smiles | MEP2 TOR yeast | LAP4-GFP MLPCN | GRK2 inh | Yeast superoxide | RPL19A TOR yeast | AGP1 TOR yeast | CIT2-GFP yeast | VLA-4 inh
Cc1ccc(CN(CC(=O)NCc2ccc3c(c2)OCO3)C(=O)c2csnn2)cc1 | 83 | 93 | 3 | 104 | 94 | 98 | 94 | -2
CSc1nc(Cl)c(Cc2ccc(OCC(C)C)cc2)c(N2CCOCC2)n1 | 103 | 98 | 2 | 83 | 112 | 107 | 107 | -3
CC1CCN(c2ccc(-c3ccc(NC(=O)c4ccco4)cc3)nn2)CC1 | 91 | 110 | 0 | 104 | 92 | 94 | 83 | 6
COc1ccc(C(=O)CN2C3=NCCCN3c3ccccc32)cc1OC | 120 | 110 | 0 | 103 | 109 | 112 | 119 | -10
Cc1ccc(NC(=O)c2cc(-c3ccc4c(c3)OCO4)on2)cc1C | 106 | 101 | 1 | 109 | 104 | 104 | 106 | 6
O=C(C1COc2ccccc2O1)N1CCc2ccccc21 (stereo unspecified) | 100 | 105 | 1 | 108 | 94 | 90 | 92 | 9
